Bioassay records deposited in PubChem by several laboratories.
FXN GAA850 act: increases GAA850 frataxin promoter reporter activity. HEK293 lucGAA850 FXN promoter luciferase reporter, 24 h; percent of 10 µM SAHA response. activation, % at 6 µM. 360,000 compounds, 0.56% hits. AID 540364;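 active = activation above the average of all compounds screened plus 3 SD, cutoff fixed separately per campaign, cut at about 7.5% in these data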;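 note: 0% = DMSO wells and 100% = 10 µM SAHA wells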
hcDAF12 agonist: activators of H. contortus DAF-12 nuclear receptor; HEK293 hcDAF-12 lit1-tk-luc reporter, luminescence; 0% DMSO, 100% Δ7-dafachronic acid; activation, % at 6.8 µM; 370,000 compounds, 1.4% hits;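 active = activation above the mean of all tested compounds plus 3 SD, cut at about 5.5% in these data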;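 note: 100% = response to 3 µM Δ7-dafachronic acid high control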
SMARCA2 act: activators of SMARCA2 function; MG213 cells, MMTV-luciferase reporter, dexamethasone, overnight; activation, % at 9.1 µM; 370,000 compounds, 1% hits; in the data active = activation above about 7.8%;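 note: 0% = vehicle wells and 100% = reference activator wells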
ADAM17 inh: inhibits human ADAM17. P78536. recombinant ADAM17, EDANS/DABCYL FRET peptide cleavage. 370,000 compounds, 0.83% hits. inhibition, % at 6.95 µM;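 active = inhibition above the mean of compounds lying between control limits plus 3 SD, set per campaign, cut at about 8.5% in these data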;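 note: 0% = DMSO-only wells as the low control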
DAX1 inh-1: inhibits human nuclear receptor DAX1 | inhibition, % at 6.75 µM | 340,000 compounds, 0.99% hits | P51843 | HEK293 Gal4-DAX1 luciferase reporter, luminescence | AID 504766;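 active = inhibition above the mean over all tested compounds plus 3 SD, cut at about 4.2% in these data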;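 note: 0% = DAX1-transfected cells with DMSO and 100% = empty-vector control cells with DMSO; inhibition shows as a rise in luminescence from relieved DAX1 repression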
DAX1 inh-2: inhibitors of DAX1 repression of SF-1 activated StAR promoter; HEK293T StAR-luciferase reporter, SF-1/DAX-1 repression relief; inhibition, % at 6.8 µM; 370,000 compounds, 1.1% hits; AID 652010;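 active = inhibition above the mean over all tested compounds plus 3 SD, cut at about 3.6% in these data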;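 note: 0% = DAX-1 cells with DMSO and 100% = cells lacking DAX-1 with DMSO; higher inhibition means more luminescence from relief of DAX-1 repression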
ssDAF12 agonist: activates DAF-12 receptor from parasite S. stercoralis | HEK293 ssDAF-12/GRIP1 lit1-tk-luc reporter, luminescence; % of 3 µM dafachronic acid response | activation, % at 6.8 µM | 370,000 compounds, 1% hits;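 active = activation above the mean over all tested compounds plus 3 SD, cut at about 0.9% in these data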;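 note: 0% = DMSO-only wells and 100% = 3 µM delta7-dafachronic acid wells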
PG9 binder: small molecules binding HIV-1 gp120 antibody PG9. TR-FRET gp120-PG9 antibody binding. inhibition, % at 6.7 µM. 360,000 compounds, 0.43% hits. AID 624416; in the data active = inhibition above about 8.5%
hgDAF-12 ag: agonists of H. glycines DAF-12 nuclear receptor; HEK293 GAL4-hgDAF12 UAS-luciferase reporter, agonist luminescence; normalized to butyrate control; activation, % at 6.8 µM; 370,000 compounds, 1.8% hits;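 active = activation above a cutoff set at the mean of all screened compounds plus 3 SD, cut at about 10% in these data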;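 note: 0% = DMSO wells and 100% = sodium butyrate wells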
GC-A act: GC-A (human) enzyme activation | P16066 | HEK293 GC-A cells, cGMP TR-FRET, EC30 ANP; 0% at EC30 ANP, 100% saturating ANP | activation, % at 10 µM | 370,000 compounds, 0.14% hits | AID 1671463; in the data active = activation above about 40%
Target sequence (P16066 whole entry, looked up): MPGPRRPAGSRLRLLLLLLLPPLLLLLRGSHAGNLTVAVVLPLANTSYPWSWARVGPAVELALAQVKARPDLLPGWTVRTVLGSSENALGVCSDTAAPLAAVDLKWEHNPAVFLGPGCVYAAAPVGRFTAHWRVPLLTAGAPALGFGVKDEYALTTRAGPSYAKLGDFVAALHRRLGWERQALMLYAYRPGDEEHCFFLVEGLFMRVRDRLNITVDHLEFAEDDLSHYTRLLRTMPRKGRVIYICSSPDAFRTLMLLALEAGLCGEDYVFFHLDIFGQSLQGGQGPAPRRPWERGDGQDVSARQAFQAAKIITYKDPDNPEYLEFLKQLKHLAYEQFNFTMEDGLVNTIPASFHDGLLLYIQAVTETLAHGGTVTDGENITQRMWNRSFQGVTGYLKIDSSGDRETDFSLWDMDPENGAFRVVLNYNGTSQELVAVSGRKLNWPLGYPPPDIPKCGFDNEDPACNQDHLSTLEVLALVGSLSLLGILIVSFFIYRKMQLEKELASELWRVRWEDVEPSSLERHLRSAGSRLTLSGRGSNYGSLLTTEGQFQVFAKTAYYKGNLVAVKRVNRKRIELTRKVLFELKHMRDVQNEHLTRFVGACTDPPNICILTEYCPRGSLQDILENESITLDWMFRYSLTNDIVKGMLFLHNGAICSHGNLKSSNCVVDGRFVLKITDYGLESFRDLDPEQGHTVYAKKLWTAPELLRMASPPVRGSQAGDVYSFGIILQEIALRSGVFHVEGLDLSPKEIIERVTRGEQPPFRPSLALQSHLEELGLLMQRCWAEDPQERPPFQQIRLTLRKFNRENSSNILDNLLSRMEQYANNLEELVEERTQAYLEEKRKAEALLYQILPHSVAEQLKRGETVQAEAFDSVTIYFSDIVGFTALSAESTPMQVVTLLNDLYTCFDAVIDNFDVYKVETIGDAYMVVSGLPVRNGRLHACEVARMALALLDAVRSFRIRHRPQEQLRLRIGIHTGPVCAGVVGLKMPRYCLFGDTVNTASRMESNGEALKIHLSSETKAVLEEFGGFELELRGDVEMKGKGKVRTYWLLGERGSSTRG
ADAM10 inh: ADAM10 inhibition, QFRET primary screen; recombinant ADAM10, EDANS/DABCYL FRET peptide cleavage, 3 h; 370,000 compounds, 0.62% hits; inhibition, % at 7 µM;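 active = inhibition above a per-campaign cutoff equal to the mean of compounds falling between control-based bounds plus 3 SD, cut at about 20% in these data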;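 note: 0% = DMSO wells while the 100% control is not disclosed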
Numbers without * were called inactive; i = inactive; nt = no result given.

SMILES	FXN GAA850 act	hcDAF12 agonist	SMARCA2 act	ADAM17 inh	DAX1 inh-1	DAX1 inh-2	ssDAF12 agonist	PG9 binder	hgDAF-12 ag	GC-A act	ADAM10 inh
N#Cc1ccc(C(=O)N2Cc3cnnn3-c3ccccc3C2C#N)cc1 (configuration not stated)	0.6	1.2	-1	1	-0.5	0.6	-0.9	-0.2	-0.1	0	2
COC(=O)C1=C(c2ccc(S(C)(=O)=O)cc2)C[C@@H]2CC[C@H]1N2C(=O)NCCS(C)=O (some centres not stated)	-0.9	-0.1	1	-3	1.6	0.4	-1.1	1.1	1.5	1	0
O=c1[nH]c(=S)n(-c2ccc(Cl)cc2)c(O)c1C=Nc1ccc(N2CCOCC2)cc1	2.1	-2.2	1	2	-0.1	0.5	-1.3	-2.5	-1.5	3	13
CC(C)C(=O)c1cn(Cc2ccccc2C#N)c2ccccc12	-0.6	-1.2	-2	-6	0.5	-0.1	-1.6	0.2	-1.4	-22	-5
O=c1cccc2n1CC1CC2CN(Cc2ccc3c(c2)OCO3)C1 (configuration not stated)	-0.5	-0.2	2	-1	-0.5	0.1	-2.0	-2.0	0.3	-3	3
N#CCP(=S)(c1ccccc1)c1ccccc1	1.7	-1.3	-3	4	-0.1	0.1	-0.3	-2.5	-1.2	2	6
CCOc1ccc2oc(C(=O)NN3C(C)CCCC3C)c(C)c2c1 (configuration not stated)	-1.3	-1.2	-2	-4	0.5	0.2	-1.6	-2.4	0.2	8	-1
CCC(CC)N1CCN(C(=O)Cc2ccccc2)CC1	0.1	-1.3	-1	-5	0.3	1.0	-1.2	0.4	-3.0	2	-6
Oc1c(Br)cc(Br)cc1Br	0.1	-0.7	-3	-2	0.6	1.3	-0.7	0.1	1.6	4	-7
C=CCN1C(=O)C2(C(C(=O)OCC)=C(N)Oc3ccccc32)c2c1c1ccccc1oc2=O (configuration not stated)	-2.1	-0.1	-3	2	-1.7	-0.7	-1.3	-3.2	0.1	-6	1
O=c1[nH]c(=S)n(-c2ccccc2F)c(O)c1C=NCc1ccco1	1.5	-0.2	3	-1	0.1	-0.2	-1.7	-0.7	-1.3	2	4
CCCCn1c(O)c(C(=O)/C=C/c2c[nH]c3ccccc23)c(=O)[nH]c1=O	-0.7	6.0*	1	3	0.9	0.3	-0.9	1.8	-1.7	-6	0
Cc1ccc(O)c(CN2CCC3CCC(C3)C2)c1 (configuration not stated)	-0.6	1.9	3	-4	0.6	-0.6	0.2	-1.1	6.8	-3	-2
CCC12CN3CCN(CC(C3)/C1=N\O)C2	-0.1	-1.0	1	-4	2.2	-0.3	-1.3	-1.3	-0.7	3	0
Cc1c(C(=O)O)cc(-c2ccccc2)n1Cc1ccccc1	1.6	-1.7	-2	-7	0.6	-0.5	-1.4	-1.5	2.4	-1	4
CCOC(=O)C1(CCOc2ccccc2)CCN(Cc2ccccc2OC)CC1	-5.2	-2.5	-3	-1	-0.2	-0.3	-1.7	-1.5	-0.3	-10	-2
c1ccc(C[n+]2ccccc2)cc1	0.9	-0.8	0	-3	0.6	0.3	-1.1	-0.6	0.8	1	0
CC(C)C/C(=N/O)c1c[nH]c2ccccc12	1.1	4.4	-2	-8	1.6	0.5	0.5	0.1	0.4	-6	-9
Cc1nc(-c2cccc(CN(C)C(=O)Oc3ccc([N+](=O)[O-])cc3)c2)no1	nt	-0.8	-1	3	nt	0.2	-0.1	-1.5	4.9	3	-3
CC(C)(C)C(=O)Cn1c(NCCCl)nc2ccccc21	-0.7	0.4	4	-3	-0.3	-0.4	-0.4	-0.8	7.2	-2	13
Cc1ccc(C(=O)O)cc1N=Nc1c(O)[nH]c(=O)[nH]c1=O	-2.2	-0.8	4	-3	0.7	0.2	-1.4	-2.7	-1.2	-1	-5
C[C@]12CCC3[C@@H](CCC4=CC(=O)CC[C@@]43C=O)C1CCC2=O (some centres not stated)	1.1	0.3	-3	-5	-1.2	-0.1	-0.8	-0.4	2.9	3	-8
CCCCn1c(NC(=O)c2ccc(Br)o2)c(C(=O)OCC)c2nc3ccccc3nc21	-4.0	-2.3	0	i	-3.1	-1.5	-2.3	-1.6	-6.8	-2	i
O=C(c1ccc(Cl)cc1)C12CN3CN(CN(C3)C1)C2	-2.7	0.0	1	-5	2.1	-0.2	-1.8	1.3	0.0	2	5
COc1cccc(N2C(=O)NC(=O)/C(=C/c3ccc4c(c3)Cc3ccccc3-4)C2=O)c1	2.5	0.0	3	-16	0.2	-0.6	-0.1	-0.7	3.2	-15	-55
CN1C(=O)C(=Cc2cccnc2)C(=O)N(C)C1=O	-0.4	-1.2	0	-2	-0.9	0.4	-0.7	-0.9	-0.9	-3	-5
CC(=O)c1ccc(OCC(=O)N2CCCC(N(C)Cc3ccccc3)C2)cc1 (configuration not stated)	1.6	-0.7	2	1	-0.3	-0.2	-1.2	-0.7	2.9	1	8
CCC(C)n1c(O)c(C(c2ccccn2)c2c(O)n(C(C)CC)c(=S)[nH]c2=O)c(=O)[nH]c1=S (configuration not stated)	-1.3	-0.2	-3	-4	0.3	0.3	-0.8	-1.6	0.2	1	-18
Oc1ccc2c3c1O[C@H]1c4[nH]c5ccccc5c4C[C@@]4(O)[C@@H](C2)N(CC2CC2)CC[C@]314	-0.7	-0.7	2	-3	0.6	-0.1	-0.8	-1.4	-1.5	-11	5
COC12C(COC(N)=O)C3=C(C(=O)C(C)=C(N)C3=O)N1CC1C2N1C (configuration not stated)	-5.4	-1.3	1	1	-2.8	-1.3	-1.7	-31	-4.4	-4	-6
O=C(COc1ccc(Cl)cc1)NCCc1cnc[nH]1	-0.2	-3.1	-1	-1	1.8	-0.1	-1.2	-2.8	-3.1	-2	-4
CC(C)COC(=O)N1Cc2ccccc2-n2nncc2C1	1.4	-2.4	2	2	0.3	1.2	-1.7	0.2	1.6	6	-2
O=C(N/N=C/c1c(O)n(Cc2ccccc2)c(=O)[nH]c1=O)c1ccncc1	0.8	1.1	4	-8	nt	0.2	-1.0	-3.2	-0.7	-2	-17
Cc1cc2c(cc1C)NP(=S)(c1ccccc1)N2	-2.6	8.0*	9.3*	-16	0.5	11*	1.2*	-2.0	19*	-2	-57
COc1ccc(C2(c3cccc(O)c3OC)CCN(C(C)=O)CC2)cc1O	0.2	-1.9	2	-4	-0.9	-0.2	-0.3	-2.8	0.5	0	3
CCn1c(=O)cc(SCC(=O)N2CCC3(CC2)OCCO3)c2ccccc21	0.5	-0.6	-2	-12	0.3	-0.8	-0.4	6.0	-4.8	-6	-33
Cn1c2ccccc2c2c(C(=O)N3CCC4(CC3)OCCO4)cn(C3CCCCC3)c(=O)c21	-1.0	-1.9	2	-81	-2.5	-1.8	-1.0	-1.3	-2.7	-4	-278
Cc1ccc(OC(=O)N(C)C[C@H]2OCc3cnnn3CCCC(=O)N([C@@H](C)CO)C[C@H]2C)cc1	1.2	-0.1	-5	-1	2.1	1.0	-1.1	-3.1	-1.5	4	-14
C[C@]12CCC3C(CC[C@@H]4[C@H]5O[C@H]5CC[C@]34C)C1CC[C@@H]2O (some centres not stated)	2.5	0.7	1	-1	0.3	0.7	-1.2	-2.5	-1.2	0	3
CN(C)C(Cc1ccccc1)C(=O)c1ccccc1 (configuration not stated)	4.7	-0.8	-2	-2	-0.3	0.1	0.1	0.0	-0.4	-3	0

7 compounds already listed, ordered by heavy-atom count, falling:
SMILES	FXN GAA850 act	hcDAF12 agonist	SMARCA2 act	ADAM17 inh	DAX1 inh-1	DAX1 inh-2	ssDAF12 agonist	PG9 binder	hgDAF-12 ag	GC-A act	ADAM10 inh
CCC(C)n1c(O)c(C(c2ccccn2)c2c(O)n(C(C)CC)c(=S)[nH]c2=O)c(=O)[nH]c1=S (configuration not stated)	-1.3	-0.2	-3	-4	0.3	0.3	-0.8	-1.6	0.2	1	-18
COc1cccc(N2C(=O)NC(=O)/C(=C/c3ccc4c(c3)Cc3ccccc3-4)C2=O)c1	2.5	0.0	3	-16	0.2	-0.6	-0.1	-0.7	3.2	-15	-55
COc1ccc(C2(c3cccc(O)c3OC)CCN(C(C)=O)CC2)cc1O	0.2	-1.9	2	-4	-0.9	-0.2	-0.3	-2.8	0.5	0	3
C[C@]12CCC3[C@@H](CCC4=CC(=O)CC[C@@]43C=O)C1CCC2=O (some centres not stated)	1.1	0.3	-3	-5	-1.2	-0.1	-0.8	-0.4	2.9	3	-8
Cc1ccc(C(=O)O)cc1N=Nc1c(O)[nH]c(=O)[nH]c1=O	-2.2	-0.8	4	-3	0.7	0.2	-1.4	-2.7	-1.2	-1	-5
O=C(COc1ccc(Cl)cc1)NCCc1cnc[nH]1	-0.2	-3.1	-1	-1	1.8	-0.1	-1.2	-2.8	-3.1	-2	-4
Cc1cc2c(cc1C)NP(=S)(c1ccccc1)N2	-2.6	8.0*	9.3*	-16	0.5	11*	1.2*	-2.0	19*	-2	-57

Remaining list, next part
SMILES	FXN GAA850 act	hcDAF12 agonist	SMARCA2 act	ADAM17 inh	DAX1 inh-1	DAX1 inh-2	ssDAF12 agonist	PG9 binder	hgDAF-12 ag	GC-A act	ADAM10 inh
Cc1cccc(C(C)c2cnc[nH]2)c1C (configuration not stated)	nt	0.1	-7	-1	nt	2.0	-0.8	nt	-1.1	5	-6
C#C[C@]1(O)CCC2C3CC=C4C[C@H](O)CC[C@]4(C)C3CC[C@@]21C (some centres not stated)	0.2	0.0	-2	-3	-0.6	-0.9	-1.2	-1.5	-1.3	0	-4
O=C(c1ccc2c3c(cccc13)CC2)C1CCCN(Cc2ncc[nH]2)C1 (configuration not stated)	0.4	0.1	4	-66	-1.0	0.7	-1.5	-2.0	-1.2	-4	-206
COc1ccc(CNC(=O)CCC(=O)N2C[C@H]3C[C@H](C2)c2cccc(=O)n2C3)cc1OC	-0.1	-1.0	2	-1	0.0	1.9	-1.4	1.3	0.7	1	-19
COc1ccccc1-n1c(Cc2ccccc2)nc2ccccc2c1=O	-1.6	-1.8	-4	1	0.0	0.2	-0.9	-1.2	-1.7	-22	3
O=C(CSC1c2ccccc2-c2ccccc21)N/N=C/c1ccccc1O	-5.2	0.3	-4	5	0.5	-1.0	-1.2	-2.0	-2.0	3	-4
COc1ccc(C2=NCc3nnc(C)n3-c3ccc(Cl)cc32)cc1Cl	5.3	0.1	2	-1	2.1	0.5	-0.3	-2.7	-2.6	12	5
CC(C)(C)c1nc(NCc2ccc3c(c2)OCO3)c2nnn(Cc3ccccc3Cl)c2n1	0.1	-0.4	0	-3	0.5	-0.7	-1.2	2.6	0.4	-1	2
COc1ccc(OCC(=O)N2CCN(C3CCC(c4ccccc4)CC3)CC2)cc1 (configuration not stated)	-0.6	-1.4	-3	1	-1.7	-0.3	-1.3	-2.8	-1.9	-1	5
CC(=NCCN1CCOCC1)c1c(O)n(C2CCCCC2)c(=O)[nH]c1=O	-1.6	1.9	-4	0	0.6	-0.8	-0.7	3.1	-0.6	5	2
O=C(O)Cn1cc(C(=O)c2ccccc2F)c2ccccc21	-0.1	0.6	-2	-4	1.8	0.2	-0.5	-0.4	0.7	0	-4
COc1ccc(C(=O)C2CCCN(Cc3ccccn3)C2)c(OC)c1 (configuration not stated)	-0.8	1.4	-1	0	-0.7	0.5	-0.8	-1.6	-1.8	-3	-2

These rows are one share of the data; rates above refer to the full screens.
